NRP1-CendR mod: alters CendR peptide binding to human NRP-1. O14786. FAM-RPARPAR peptide binding to NRP-1, fluorescence polarization. inhibition, % at 25 µM. 360,000 tested, 0.85% active. AID 602438;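 active = inhibition or corrected inhibition above about 18%, plus a signal ratio from 0.5 to 1.5, limit read from the data, passing the limit was not always enough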; note: strong numbers were not always called active
TbMetRS inhib: Trypanosoma brucei MetRS inhibition. purified T. brucei MetRS, ATP depletion, Kinase-Glo luminescence. 360,000 tested, 0.4% active. inhibition, % at 11.9 µM;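 active = inhibition above a per-plate cutoff of the control wells' mean inhibition plus 3 SD, cut at about 5.5% in these data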;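 note: 0% = DMSO wells median and 100% = median of wells with control inhibitor compound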
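System: purified T. brucei MetRS enzyme / Detection: Kinase-Glo luciferase luminescence reporting remaining unconsumed ATP / Medium: HEPES buffer with MgCl2, KCl, DTT, spermine, BSA, pyrophosphatase / Replication: singlicate, one well per compound / Evaluation: percent inhibition relative to median high and low control wells / Schedule: 2 h aminoacylation at 25 °C after 15 min preincubation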
DNMT1 inh: inhibitors of human DNMT1; DNMT1 molecular beacon, Hinp1I cleavage, fluorescence; inhibition (reported as % activation of signal), % at 10 µM; 360,000 tested, 0.83% active; in the data active = inhibition above about 50%
Target sequence (P26358 504-1616 limits assumed): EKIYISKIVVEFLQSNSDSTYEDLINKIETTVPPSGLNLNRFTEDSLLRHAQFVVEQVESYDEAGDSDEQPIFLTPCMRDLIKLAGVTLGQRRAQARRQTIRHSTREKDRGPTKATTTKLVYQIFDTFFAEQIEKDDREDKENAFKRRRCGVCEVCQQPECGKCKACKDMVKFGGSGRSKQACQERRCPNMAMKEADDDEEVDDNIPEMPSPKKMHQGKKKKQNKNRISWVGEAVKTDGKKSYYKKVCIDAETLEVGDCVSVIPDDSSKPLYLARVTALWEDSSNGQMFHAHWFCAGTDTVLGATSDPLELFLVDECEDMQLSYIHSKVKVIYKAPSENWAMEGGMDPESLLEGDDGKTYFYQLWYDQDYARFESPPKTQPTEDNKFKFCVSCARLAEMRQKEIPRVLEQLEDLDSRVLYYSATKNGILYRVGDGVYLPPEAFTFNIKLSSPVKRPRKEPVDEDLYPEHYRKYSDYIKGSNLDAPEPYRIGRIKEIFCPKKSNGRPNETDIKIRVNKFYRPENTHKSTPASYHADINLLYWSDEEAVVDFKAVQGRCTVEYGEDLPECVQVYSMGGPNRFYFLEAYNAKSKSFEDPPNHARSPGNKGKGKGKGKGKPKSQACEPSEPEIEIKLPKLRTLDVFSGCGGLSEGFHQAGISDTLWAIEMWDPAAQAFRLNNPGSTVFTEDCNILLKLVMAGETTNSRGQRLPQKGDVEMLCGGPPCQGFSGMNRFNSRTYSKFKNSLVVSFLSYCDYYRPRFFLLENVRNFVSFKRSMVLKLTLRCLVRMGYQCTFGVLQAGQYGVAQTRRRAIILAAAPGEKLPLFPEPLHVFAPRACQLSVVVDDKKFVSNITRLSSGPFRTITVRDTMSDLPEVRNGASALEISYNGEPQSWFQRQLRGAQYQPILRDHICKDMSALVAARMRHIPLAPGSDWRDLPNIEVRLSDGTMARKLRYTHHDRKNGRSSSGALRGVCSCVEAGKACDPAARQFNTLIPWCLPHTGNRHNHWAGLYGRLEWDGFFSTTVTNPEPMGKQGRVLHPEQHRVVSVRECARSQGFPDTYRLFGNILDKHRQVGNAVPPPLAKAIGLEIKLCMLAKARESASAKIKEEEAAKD
Scp1 inh: blocks human Scp-1 phosphatase activity. 340,000 tested, 0.88% active. Recombinant Scp1, phosphopeptide, malachite green phosphate absorbance. Q9GZU7. AID 493091. inhibition, % at 20 µM;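 active = inhibition above about 50% at 20 µM, limit read from the data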;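 note: plate controls were DMSO wells with enzyme for no effect and wells lacking enzyme for full effect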
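System: SCP-1 catalytic domain; Reagent: Phospho 17-mer peptide substrate; Doses: one concentration, 20 µM, with 1.0% DMSO; Incubation: 45 min room-temperature reaction, 5 min colour, 30 min stabiliser; Signal: Phosphate-binding colour reagent, absorbance read at 630 nm.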
SUMO1 PPI mod: alters human SUMO1 binding to SIM partners | P63165 | SUMO1 binding to a labelled peptide, TR-FRET, 1 h | inhibition, % at 20 µM | 360,000 tested, 0.33% active | AID 602429; in the data active = inhibition above about 37%
SKN-1 inh: inhibitors of C. elegans SKN-1 | C. elegans VP596 Pgst-4::GFP/RFP ratio, acrylamide-induced, 24 h | inhibition, % at 21.8 µM | 360,000 tested, 0.49% active;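 active = interference check ratio from 0.5 to 1.5 plus GFP to RFP signal ratio inhibition reaching or exceeding a fixed threshold, cut at about 30% in these data, passing the limit was not always enough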; note: some compounds called inactive have numbers as strong as hits
STEP inh: STEP (human) phosphatase inhibition; P54829; recombinant STEP, OMFP fluorogenic substrate, fluorescence; inhibition, % at 20 µM; 360,000 tested, 0.25% active; AID 588621;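 active = inhibition at 20 µM, scaled per plate between control wells, above about 37%, limit read from the data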;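 note: 0% = DMSO with enzyme and substrate and 100% = substrate only without enzyme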
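System: STEP (striatal-enriched tyrosine phosphatase) enzyme, cell-free; medium: Bis-Tris pH 6.0 buffer with DTT, detergent; dosing: 20 µM, 1% DMSO; times: reaction 20 min, ambient temperature; detection: fluorescence, 480/540 nm; read-out basis: normalized % inhibition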
LMPTP inh: LMPTP (human) inhibition | AID 651560 | inhibition, % at 20 µM | recombinant LMPTP-A, OMFP fluorogenic substrate, fluorescence intensity | 360,000 tested, 0.22% active;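 active = compounds that cut the enzyme signal by at least half of the control window in the single-dose screen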;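 note: plate controls were DMSO wells with enzyme plus substrate for no effect and substrate without enzyme for full effect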
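Test system: LMPTP-A phosphatase enzyme; input: 0.625 nM LMPTP-A final; reagent: OMFP substrate, 400 µM final; compound dosing: 20 µM single dose, 3% DMSO; incubation: 50 min dark incubation at room temperature; measured by: endpoint fluorescence intensity from OMFP dephosphorylation; measure: % inhibition relative to no-enzyme and uninhibited control wells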
NadD block: NadD (S. aureus) enzyme inhibition. purified NadD enzyme, colorimetric absorbance read-out. inhibition, % at 20 µM. 360,000 tested, 0.78% active. AID 602399; in the data active = inhibition above about 26%; note: some compounds past the cut are filed as inactive
Neddylation inh: inhibitors of human cullin neddylation; TR-FRET cullin neddylation, biochemical; calls only at 25 µM; 360,000 tested, 0.58% active; P61081+Q13564; in the data active = inhibition above about 36%
Active calls of the source: *; i = inactive; x = not tested or not shown.

no.	Structure	Neddylation inh	STEP inh	SKN-1 inh	Scp1 inh	NadD block	SUMO1 PPI mod	LMPTP inh	TbMetRS inhib	DNMT1 inh	NRP1-CendR mod
1	COC(=O)COc1ccc(/C=N/NC(=O)CN(c2ccccc2OC)S(=O)(=O)c2ccccc2)cc1	i	3	1	-3	-4	0	-0.3	0.0	0	1
2	Cc1cc(C)n(-c2ccc([N+](=O)[O-])cc2)n1	i	0	14	-1	4	-19	0.1	-0.6	1	3
3	O=C(Oc1ccc(Cl)c2cccnc12)c1cccc([N+](=O)[O-])c1	i	3	9	-7	-2	-13	-0.1	-0.2	-4	-6
4	CSc1ccc(C(=O)C2CCCN(C(=O)c3cc4cc(F)ccc4[nH]3)C2)cc1 (centres undefined)	i	-1	8	-3	-1	-4	2.2	-0.2	-3	9
5	C=CCOc1cccc(C(=O)N2CCCC(CNS(=O)(=O)c3cccs3)C2)c1 (centres undefined)	i	0	5	6	-2	-3	0.2	-1.3	2	8
6	CC(/C=N/NC(=O)c1ccccc1F)c1ccccc1 (centres undefined)	i	-1	-1	-7	-3	0	0.8	0.1	-2	-6
7	O=C(CSc1nnnn1-c1ccccc1)NCC1(N2CCOCC2)CCCCC1	i	-6	-1	-7	0	9	-2.0	0.6	2	13
8	Cc1cc(C)nc(SCc2ccc(C(=O)N/N=C/c3cccc(O)c3O)cc2)n1	i	2	12	-8	24	-2	3.8	0.6	-19	-7
9	Cc1cn([C@H]2C[C@H](O)[C@@H](/C=C/C(=O)NCc3cccc4ccccc34)O2)c(=O)[nH]c1=O	i	3	14	x	-1	-3	-1.2	0.1	-1	-7
10	O=C1C(Cl)=C(N2CCN(c3ccccc3[N+](=O)[O-])CC2)C(=O)c2ccccc21	i	2	9	-7	10	26	4.5	0.3	21	11
11	CC(=O)Nc1ccc(C(=O)CSc2nnnn2C(C)C)cc1	i	-2	-10	6	-2	-1	-0.6	-0.9	2	9
12	Cc1ccc(SCc2[nH]nc3c2C(c2ccc(C)o2)C(C#N)=C(N)O3)cc1 (centres undefined)	i	8	8	-9	7	-4	-0.1	0.5	-11	0
13	CCOC(=O)C1CCN(C(=O)CCn2c(=O)oc3ccccc32)CC1	i	0	-19	x	4	0	-0.1	0.5	-1	-2
14	CCn1nc(NC(=O)C2CCCO2)c2cc3cccc(C)c3nc21 (centres undefined)	x	0	3	-4	0	-2	-0.7	-0.3	-3	10
15	CN(C)c1nc(N)nc(CSc2n[nH]c(-c3ccccc3)n2)n1	i	2	5	-2	3	2	-1.1	-0.7	0	-2
16	CCCCn1c(N)c(N(Cc2ccccc2OC)C(=O)c2cc(CC)c(C)s2)c(=O)[nH]c1=O	i	-3	-9	-2	7	3	1.7	-0.1	-5	-6
17	Cc1ccccc1Cn1nc(C)c(NC(=O)c2sc3ccccc3c2Cl)c1C	i	1	15	5	5	-3	3.2	-0.3	-4	-6
18	O=C(NCc1cccnc1)C12CC3CC(CC(C3)C1)C2	i	-2	-14	7	0	1	-3.0	0.6	1	12
19	O=C(c1ccccc1Oc1ccccc1)N1CCN(c2ccc(F)cc2)CC1	i	1	14	-5	-2	1	0.8	-0.4	-5	3
20	CCNC(=O)C1(C)CCN(C(=O)c2cccc(OC(F)(F)F)c2)C1 (centres undefined)	i	-2	6	x	2	-1	-0.7	0.1	2	-13
21	COCCCNC(=O)CCn1c(=O)c2ccccc2n(CC(=O)Nc2cc(Cl)ccc2C)c1=O	i	0	17	-1	-3	1	-1.9	0.3	10	8
22	CCNc1nc(NCC)nc(N/N=C/c2ccc(OC)cc2)n1	i	-4	5	-8	-4	-7	-1.7	-0.7	-4	7
23	CCOc1ccc(/C=C/c2c([N+](=O)[O-])c(=O)n(C)c(=O)n2C)cc1	i	-1	5	-7	1	-15	0.4	-0.3	3	6
24	O=C(OCc1nnc(-c2ccccc2)o1)c1ccc(Cl)cc1	i	2	-6	1	4	-4	-0.2	0.2	-3	5
25	C[C@H](CO)N1C[C@H](C)[C@@H](CN(C)C(=O)Nc2ccc(C(F)(F)F)cc2)Oc2c(NS(=O)(=O)c3cccs3)cccc2C1=O	i	0	9	-5	10	4	-0.3	-0.2	2	-8
26	Cc1ccc2c(c1)C1(SC(C)C(=O)N1c1ccc(Cl)cc1)C(=O)N2 (centres undefined)	i	2	5	x	-1	3	1.2	-0.1	0	10
27	CC(=O)Oc1ccc(C(=O)Nn2cnnc2)cc1	i	-1	-8	3	-7	1	-2.5	-2.3	0	7
28	COc1ccccc1C(c1nnnn1C(C)(C)C)N1CCCCCC1 (centres undefined)	i	-1	4	-4	9	-4	-5.2	-0.1	-1	-1
29	O=C(CSc1nccc(-c2cccs2)n1)Nc1cccc(Cl)c1Cl	i	3	-3	-18	1	2	0.2	-0.5	5	-1
30	COc1ccc(-c2cc(=NC(CC(C)C)C(=O)O)c3cc(C)ccc3o2)cc1 (centres undefined)	x	-2	9	-2	0	-20	-0.4	-0.3	4	1

Filtered by structure: the compounds so far containing two or more sulfur atoms.
no.	Structure	Neddylation inh	STEP inh	SKN-1 inh	Scp1 inh	NadD block	SUMO1 PPI mod	LMPTP inh	TbMetRS inhib	DNMT1 inh	NRP1-CendR mod
5	C=CCOc1cccc(C(=O)N2CCCC(CNS(=O)(=O)c3cccs3)C2)c1 (centres undefined)	i	0	5	6	-2	-3	0.2	-1.3	2	8
25	C[C@H](CO)N1C[C@H](C)[C@@H](CN(C)C(=O)Nc2ccc(C(F)(F)F)cc2)Oc2c(NS(=O)(=O)c3cccs3)cccc2C1=O	i	0	9	-5	10	4	-0.3	-0.2	2	-8
29	O=C(CSc1nccc(-c2cccs2)n1)Nc1cccc(Cl)c1Cl	i	3	-3	-18	1	2	0.2	-0.5	5	-1

Remaining list, next part.
no.	Structure	Neddylation inh	STEP inh	SKN-1 inh	Scp1 inh	NadD block	SUMO1 PPI mod	LMPTP inh	TbMetRS inhib	DNMT1 inh	NRP1-CendR mod
31	Cc1sc2nc(SCc3ccc(C(=O)O)cc3)n(Cc3ccco3)c(=O)c2c1C	i	6	7	3	9	14	2.1	-0.4	0	-20
32	COc1ccccc1NC(=O)c1cc(S(=O)(=O)N2CCOCC2)ccc1Cl	i	1	3	-8	1	2	-1.6	0.3	-1	2
33	O=C(CCCn1c(=O)[nH]c2cc(Cl)ccc2c1=O)NCCCN1CCCC1	i	1	10	-2	5	0	5.6	-1.1	-11	2
34	COc1cc(CNCc2ccncc2)ccc1OCC(N)=O	i	-4	5	5	-2	-1	-4.0	-0.9	1	-8
35	Cc1cc(F)ccc1NC(=S)NC1CCCC1	i	0	-14	1	6	4	-0.3	-0.3	-2	18
36	CCNC(=O)C1(C)CCN(C(=O)c2ccc3ccccc3c2)C1 (centres undefined)	i	-5	14	x	-3	-9	0.6	-0.4	6	14
37	O=C(O)c1c(-c2ccc(Cl)cc2)cn2ccccc12	x	7	11	-6	0	-13	1.0	-0.1	0	3
38	Cc1ccc(S(=O)(=O)NNC(=O)Nc2ccc(Cl)c(Cl)c2)cc1	i	0	-2	-2	4	1	1.1	12*	-1	3
39	Cc1ccc(C(=O)NCc2ccccc2)cc1Br	i	-1	10	-9	-1	0	-0.6	0.0	2	3
40	CCCC1CCC(c2ccc(C(N)=O)cc2)CC1 (centres undefined)	i	-8	0	0	6	-3	-0.6	-0.9	3	3
41	COCCN(CC(=O)Nc1ccccc1C(F)(F)F)C(=O)/C=C/c1ccc2ccccc2n1	i	-3	-11	-8	-2	-1	-1.3	-0.4	-1	-26
42	O=C(CCN1C(=O)c2ccccc2C1=O)NC(=S)Nc1ccccc1	i	3	-8	-2	-5	-6	-0.8	-0.5	0	-7
43	CCN(CC)C(=O)CCc1nnc(CCc2c[nH]c3ccccc23)o1	i	1	11	-2	6	-4	0.0	-0.6	8	-8
44	COc1ccc2c(c1)c1nc3ccccc3nc1n2Cc1ccc(OC)c(OC)c1	i	-3	-2	-11	-12	-8	0.9	-0.5	-14	5
45	COc1cccc(NC(=O)C(=O)NCc2ccncc2)c1	i	0	11	-4	7	2	-0.4	0.0	2	19
46	CC(C)CC(NC(=O)OC(C)(C)C)c1cn([C@@H](Cc2cc3ccccc3[nH]2)C(=O)N2CCN(C(=O)OC(C)(C)C)CC2)nn1 (some centres undefined)	i	0	-7	-5	10	3	-14	-0.1	-15	-2
47	COC(=O)CCC(=O)NN1C(=O)c2ccccc2C1=O	i	2	7	-5	10	-3	-0.7	-0.4	-2	-2
48	O=[N+]([O-])c1ccc(-c2cnc[nH]2)cc1	i	1	0	34	-2	-27	-0.8	-0.7	1	-9
49	CC1CCN(c2nnc(N)s2)CC1	i	-1	-2	-3	-1	1	-1.2	-0.7	1	11
50	CCOC(=O)CNC(=O)CSc1nc2ncc(Br)cc2[nH]1	i	4	-4	-2	4	-4	-2.5	1.6	-3	-19
51	COc1ccc(Cl)cc1NC(=O)CN(C)C(=O)Cc1n[nH]c(=O)c2ccccc12	i	-2	10	1	-4	5	0.6	-0.7	1	6
52	COc1ccc(N2CCN(c3oc(COc4ccc(Cl)cc4Cl)nc3C#N)CC2)cc1	i	3	-14	13	-3	-1	-0.8	-1.3	-1	7
53	CCCNC(=O)CN(Cc1ccco1)S(=O)(=O)c1ccc(OCC)cc1	i	-4	10	-5	-7	2	-0.8	0.1	1	-2
54	Cc1cc(C)nc(/N=C2\NC(=O)CC(C(=O)O)N2c2ccc(Oc3ccccc3)cc2)n1 (centres undefined)	i	-1	-1	3	3	5	-1.1	-0.5	0	-4
55	CCOC(=O)C/C(C)=N/NC(=O)c1cccs1	i	0	2	-4	-3	0	-1.6	-1.4	-3	10
56	CCCCn1c(N)c(N(CCC(C)C)C(=O)COC(=O)c2ccco2)c(=O)[nH]c1=O	i	2	14	0	3	1	-1.3	0.2	0	4
57	O=C(N/N=C/c1cccc(OC(=O)c2ccccc2Cl)c1)c1cccnc1	i	-1	6	-9	-6	-18	0.1	-0.4	0	13
58	CCOc1cccc(/C=C/c2cc(C(=O)O)c3ccccc3n2)c1OC	i	0	-3	29	2	-9	-1.9	-0.1	1	-12
59	CC(=O)Nc1ccc2nc(-c3cccnc3)[nH]c2c1	i	0	-21	-2	0	2	1.8	-0.6	0	4
60	c1ccc(CCc2cn(C[C@H]3CC[C@@H]([C@@H]4CC[C@H](Cn5cc(CCc6ccccc6)nn5)O4)O3)nn2)cc1	i	0	18	2	6	0	-1.9	-0.4	0	3
61	CCO[C@@H]1OC(C(=O)N2CCCCCCC2)=C[C@H](c2ccc(C(F)(F)F)cc2)[C@H]1CCCO	i	-2	15	2	-1	0	0.0	-0.1	6	4
62	CCOC(=O)C1CCCN(CC(=O)Nc2cccc(C(C)=O)c2)C1 (centres undefined)	i	2	-16	-12	-5	5	-2.4	-0.6	7	3

Assay outcomes from PubChem.
